# TDP43 rescue: qHTS of TDP-43 Inhibitors. TDP-43 expressing yeast growth rescue, BacTiter-Glo, 24 h. Potency, µM (highest dose often 46.1 µM), for inactives: at the top dose growth rescue (activation), most hits filed as activators. 1.8% of 410,000 active. AID 652104, 2013; note: % of control where 0% means no effect; nearly all actives have a fitted effect of over 50% in size
#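 In this qHTS, compounds that restore growth of yeast expressing TDP-43 appear as activators. Cells (OD600=0.02, galactose medium, raffinose-pregrown) are incubated with compound 24 hr at 30 deg C and growth is quantified by BacTiter-Glo.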
# HEK293 tox: qHTS of GLP-1 Receptor Inverse Agonists: Cytotox Screen; HEK293 cAMP-luciferase reporter cells, luminescence, 24 h; Potency, µM (top dose mostly 38.3 µM), for the others: at the top dose activity change, negative = inhibition, most hits filed as inhibitors; 0.13% of 410,000 active;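 note: loss of luciferase light is scored as toxicity; % is set by controls: 0 for no effect and ±100 for the full control effect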
#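 Compound-treated cells are incubated 24 hr at 37 deg C under 5% CO2 after a 12 hour attachment period, then luciferase detection reagent is added and luminescence is measured following 12 min at room temperature; lowered signal indicates toxicity.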
# KB-3-1 tox: qHTS assay for MDR1-selective chemotherapeutics: Primary screen using the parental adenocarcinoma cell KB-3-1. Potency, µM (top dose mostly 46.1 µM), without a hit: top-dose activity change, negative = cytotoxic, actives largely listed as cytotoxic. KB-3-1 viability, CellTiter-Glo ATP luminescence, 72 h. AID 1347075, 2019. 1.4% of 400,000 active; note: % is set by controls: 0 for no effect and ±100 for the full control effect; nearly all actives have a fitted effect of over 60% in size
#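 Parental KB-3-1 viability, qHTS format: 72 h compound exposure, 37 °C; CellTiter-Glo; media-only wells and DMSO plates as controls; concentration-effect fits on corrected data.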
# KB-V1 MDR tox: qHTS assay for MDR1-selective chemotherapeutics: Primary screen using the drug-selected MDR subline cells KB-V1. Potency, µM (top dose mostly 46.1 µM), for inactives: top-dose activity change, negative = cytotoxicity, usual class: cytotoxic. 3.4% of 400,000 active. AID 1347076, 2019. KB-V1 MDR cells viability, CellTiter-Glo, 72 h; note: % is set by controls: 0 for no effect and ±100 for the full control effect; nearly all actives have a fitted effect of over 60% in size
#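 Compound-treated KB-V1 multidrug-resistant cells, 72 h, 37 degrees C; viability by CellTiter-Glo. Fitted qHTS curves give the values.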
# HT1080 IDH1KD tx: qHTS for induction of synthetic lethality in tumor cells producing 2HG: qHTS for the HT-1080-IDH1KD cell line | HT-1080 IDH1 knockdown viability, ATP luminescence, 48 h | Potency, µM (top dose mostly 46.1 µM), for the others: at the highest dose activity, negative = toxicity, usual class: cytotoxic | 2% of 360,000 active | AID 686971, 2013;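 note: 0% = DMSO wells and -100% = cell-free medium wells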
#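 Cytotoxicity counter-line: IDH1KD HT-1080, 48 h, CellTiter-Glo. Curves classed by r2, magnitude and activity.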
# GLP-1R agonist: qHTS of GLP-1 Receptor Agonists. Glucagon-like peptide 1 receptor (Homo sapiens), P43220. HEK293 GLP-1R CRE-luciferase, luminescence, 4-6 h; cells express a hypersensitive GLP-1R form. Potency, µM (highest dose often 45.6 µM), for the others: at the highest dose activation, usual class: activators. 0.007% of 380,000 active; note: % of control where 0% means no effect
# Target sequence (P43220 whole entry, looked up): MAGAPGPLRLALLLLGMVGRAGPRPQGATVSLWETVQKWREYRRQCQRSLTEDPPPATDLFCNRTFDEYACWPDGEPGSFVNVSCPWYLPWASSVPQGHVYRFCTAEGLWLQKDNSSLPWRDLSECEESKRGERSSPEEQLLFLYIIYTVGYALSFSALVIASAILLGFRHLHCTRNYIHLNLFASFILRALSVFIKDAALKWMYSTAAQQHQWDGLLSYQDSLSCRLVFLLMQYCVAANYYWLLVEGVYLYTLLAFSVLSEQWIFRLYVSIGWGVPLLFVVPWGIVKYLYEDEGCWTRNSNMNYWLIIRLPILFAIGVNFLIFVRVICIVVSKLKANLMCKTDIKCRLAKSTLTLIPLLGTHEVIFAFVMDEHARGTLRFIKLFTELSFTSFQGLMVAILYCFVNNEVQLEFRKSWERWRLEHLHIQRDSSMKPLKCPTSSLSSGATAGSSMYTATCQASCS
# SW480 rereplic: A quantitative high throughput screen for small molecules that induce DNA re-replication in SW480 colon adenocarcinoma cells; AID 624297, 2012; SW480 DNA re-replication, Hoechst DNA content imaging, 48 h; Potency, µM (doses to about 46.1 µM), without a hit: at the top dose re-replication activation, most hits filed as activators; 1.8% of 340,000 active; note: % of control where 0% means no effect; nearly all actives have a fitted effect of over 55% in size
#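 Treated cells incubate 48 hr (37 C, 5% CO2), are stained 40 min with Hoechst, and nuclear fluorescence is enumerated; a rise in nuclei with high DNA signal marks re-replication.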
# HT1080-NT tox: qHTS for induction of synthetic lethality in tumor cells producing 2HG: qHTS for the HT-1080-NT fibrosarcoma cell line | HT-1080-NT fibrosarcoma viability, CellTiter-Glo ATP luminescence, 48 h | Potency, µM (top dose mostly 46.1 µM), inactives show at the top dose activity, negative = less viability, most hits filed as cytotoxic | 1.6% of 360,000 active | AID 686970, 2013;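 note: NT is the 2HG producing partner of a matched IDH1 knockdown line; 0% = DMSO-treated cells and -100% = media-only wells without cells; nearly all actives have a fitted effect of over 55% in size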
#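 750 cells/well, RPMI + 5% FBS; 2 h settle, compound pin-transfer, 48 h at 37 degrees C. CellTiter-Glo 10 min RT, luminescence. Normalized to DMSO and media-only wells.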
# GLP-1R inv ag: qHTS of GLP-1 Receptor Inverse Agonists (Inhibition Mode) | 1.6% of 410,000 active | AID 624417, 2012 | Potency, µM (highest dose often 38.3 µM), for the others: at the highest dose activity change, negative = inhibition, actives largely listed as inhibitors | Glucagon-like peptide 1 receptor (Homo sapiens), P43220 | HEK293 GLP-1R CRE-luciferase, luminescence, 24 h; GLP-1R form is constitutively active; note: % is set by controls: 0 for no effect and ±100 for the full control effect; nearly all actives have a fitted effect of over 55% in size
#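 qHTS in 1536-well format: reporter HEK293 cells expressing constitutive GLP-1R activity in DMEM + 10% Nu serum, 24 hr with compounds at 37 deg C, luminescence read after 12 min with detection reagent.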
# Starred values were filed as active, the others as inactive; u = inconclusive; x = not tested or not shown; [ ] = remark or other dose. Calls come from the whole dose curve; as a rule, active = well fitted curve in the direction sought with a large enough effect; inconclusive = small, poorly fitted or top-dose-only effect, or another doubt; inactive = no such curve, though single readings can be large; an effect the other way counts as inactive or inconclusive. Potency is the fitted concentration of half-maximal effect.
SMILES,TDP43 rescue,HEK293 tox,KB-3-1 tox,KB-V1 MDR tox,HT1080 IDH1KD tx,GLP-1R agonist,SW480 rereplic,HT1080-NT tox,GLP-1R inv ag
Cc1ccc(C(C(=O)NC(C)(C)C)N(CCCN2CCOCC2)C(=O)c2ccc(-c3ccccc3)[nH]2)o1 (stereo not given),-3.0%,6.8%,2.8%,-27.4%,6.5%,6.4%,-3.6%,13.0%,7.2%
O=C(CSc1ccc(-c2cccnc2)nn1)N1CCCC1,-13.1%,-8.2%[7.66 µM],26.9%,-2.9%,22.5%,-0.8%,-4.4%,5.5%,-2.3%[7.66 µM]
CCOc1ccc(NC(=O)C(NS(=O)(=O)c2cccc3nsnc23)c2ccccc2)cc1 (stereo not given),2.6%,-14.4%,-1.5%,-1.0%,x,x,x,x,u
O=C(CN1C(=O)c2cccc3cccc1c23)NCc1ccccn1,24.1%,41.9%[activator],20.2%,1.0%,10.2%,0.5%,-14.8%,2.5%,5.7%
O=C(Nc1cccc(Br)c1)C1CC(=O)N(C2CCCC2)C1 (stereo not given),-5.1%,-15.9%,4.5%,17.2%,5.2%,2.0%,3.2%,-2.4%,-6.2%
CCn1c(/C=C/c2cc(Br)ccc2O)nc2ccccc2c1=O,10.9%,0.8%,u,-23.1%,-23.3%,0.5%,u,-17.7%,-29.6%
O=C(C1CCCN(S(=O)(=O)c2cccc3nonc23)C1)N1CCC(Cc2ccccc2)CC1 (stereo not given),16.5%,68.8%[activator],u,-0.7%,-21.7%,-16.3%,u,-23.7%,u
CCCc1cc(-c2nc(-c3ccc(C)cc3)cs2)ccn1,7.7%,-12.5%,11.6µM*,u,u,16.7%,u,u,-25.2%
O=C(NC1CCCCC1)C1CCCN1S(=O)(=O)c1cccc2nsnc12 (stereo not given),23.0%,-13.2%,3.0%,-12.1%,-1.2%,-5.0%,0.3%,4.9%,26.9%
Cc1ccc(C(C)C)c(OCC(=O)NNC(=O)C2CSC3(C)CCC(=O)N23)c1 (stereo not given),0.0%,-20.5%,-8.4%,4.5%,5.4%,-4.4%,-5.2%,2.3%,-33.6%
O=C(c1cc(COc2ccc(F)cc2Cl)on1)N1CCC(c2ccncc2)CC1,0.0%,-11.1%[7.66 µM],0.0%,4.11µM*,u,12.8%,0.9%,-17.8%,-2.2%[7.66 µM]
COc1cc(N)c2ncsc2c1,0.0%,-15.1%,-3.7%,-26.5%,-7.8%,9.7%,1.7%,-0.2%,-1.1%
CC(=O)Nc1ccc(S(=O)(=O)N2CCN(c3cc(C)nc4ncnn34)CC2)cc1,-4.0%,5.8%,6.2%,-1.6%,4.4%,0.4%,-5.6%,-13.8%,0.7%
C/C=C/Cn1c(SCc2ccccc2)nc2c1c(=O)[nH]c(=O)n2C,10.4%,7.8%,-2.0%,2.91µM*,-11.1%,27.2%,-1.9%,-15.5%,-20.7%
C=CCn1c(N)cc(=O)nc1SC(C)C(=O)Nc1cccc2ccccc12 (stereo not given),-5.8%,-3.1%,6.3%,-2.5%,8.8%,-4.0%,-2.6%,12.6%,5.6%
COc1ccc(-c2csc(C(C)(O)c3ccc(F)c(F)c3)n2)cc1 (stereo not given),-51.6%[inhibitor],-13.6%,0.0%,16.2%,u,3.6%,x,u,u
O=C(O)C1c2ccccc2C(=O)N(Cc2ccc(F)cc2)C1c1ccncc1 (stereo not given),2.7%,2.7%,-2.8%,7.5%,-1.3%,-1.4%,-4.4%,4.4%,15.0%
CCCCCC(=O)N1C[C@H](n2cc(COC(=O)c3ccccc3)nn2)[C@@H](O)C[C@@H]1c1ccc(OC)cc1,-3.5%,-15.2%,-15.6%,-7.0%,-17.9%,-1.9%,x,u,u
O=C1CC(c2ccccc2)=C(c2ccccc2)C1,12.1%,3.9%,-12.9%,-4.5%,-15.6%,14.3%,-1.2%,-18.4%,-30.1%
COc1cc([N+](=O)[O-])cc(/C=N/NC(=O)c2ccc(C)nc2)c1O,21.9%,-5.2%,u,u,-18.7%,-7.7%,x,-1.9%,-7.7%
N#Cc1cccc2cccc(S(=O)(=O)N3CCOCC3)c12,10.2%,-6.1%,15.9%,0.0%,-0.9%,12.5%,-10.6%,4.4%,6.8%
O=C(NC(=S)NC1CCS(=O)(=O)C1)c1cccs1 (stereo not given),3.1%,-2.1%,13.5%,25.4%,16.4%,-1.0%,-2.4%,4.9%,18.0%
O=C(Nc1ccc2c(c1)OCO2)N1CCN(c2ccccc2Cl)CC1,u,u,2.3%,0.0%,u,4.9%,3.3%,-7.1%,0.0%
O=C(N/N=C/C=C/c1ccccc1)c1cnccn1,-3.6%,-8.4%,-15.6%,23.2%,-4.2%,0.6%,-3.9%,-0.4%,5.4%
Cc1c(NC(=O)c2cccc(NS(C)(=O)=O)c2)c(=O)n(-c2ccccc2)n1C,-8.3%,-3.8%,-6.2%,29.6%,7.2%,-2.1%,-9.1%,-0.3%,-14.2%
# (list continues)
SMILES,TDP43 rescue,HEK293 tox,KB-3-1 tox,KB-V1 MDR tox,HT1080 IDH1KD tx,GLP-1R agonist,SW480 rereplic,HT1080-NT tox,GLP-1R inv ag
COC(=O)c1nn(-c2ccc3c(c2)CCN3C(C)=O)cc1O,-19.2%,0.0%,0.0%,-13.5%,u,-21.2%,-14.8%,u,-22.8%
O=C1c2ccc(-c3nc4ccccc4o3)cc2C(=O)N1Cc1cccnc1,-10.1%,14.3%,3.9%,11.1%,0.0%,1.3%,u,28.5%,-18.3%
COCCn1c(C)cc(/C=C2\NC(=S)N(C)C2=O)c1C,11.0%,-27.6%,-9.2%,13.3%,-2.4%,22.8%,-5.2%,-8.7%,45.0%[activator]
O=C(OCn1nnc2ccccc2c1=O)c1cn(-c2ccccc2)nc1-c1cccnc1,15.3%,-30.4%,4.5%,-1.1%,5.5%,1.6%,9.0%,1.6%,-24.4%
C/C(CC(=O)N(C(C)C)C(C)C)=N\NC(=O)COc1ccc(Cl)cc1Cl,3.7%,3.1%,10.6%,u,-0.8%,1.9%,-26.5%,-3.3%,7.0%
CCCCc1nc2cc(C(=O)N3CCCC(OCCC)C3)ccc2o1 (stereo not given),14.1µM*,-4.3%,-18.2%,-6.4%,0.1%,17.1%,-7.5%,-1.1%,u
CCC(CC)c1nnc(NC(=O)CSCC(=O)Nc2cc(C)on2)s1,3.0%,22.4%,-0.9%,-8.5%,-2.6%,-1.5%,-3.2%,-1.4%,-2.1%
Cc1ccc(-c2noc(CCC(=O)N(C)c3ccccc3C)n2)cc1,20.9%,-5.4%,u,13µM*,-2.7%,15.2%,3.9%,-3.9%,u
Cc1nc2nc[nH]n2c(=O)c1CC(=O)O,-8.1%,-18.7%,-7.9%,4.6%,0.0%,1.3%,-0.7%,-1.2%,3.1%
CC(c1n[nH]c(=S)n1-c1ccc(F)cc1)N1CCCCC1 (stereo not given),4.8%[9.22 µM],8.1%,-3.5%,-1.3%,11.3%,-1.4%,-9.6%,13.1%,1.2%
CCOC(=O)C1CCCN(C(=S)Nc2ccc(Nc3ccccc3)cc2)C1 (stereo not given),22.4µM*,-1.5%,-6.9%,1.0%,-2.2%,13.4%,-10.3%,-16.2%,u
CCc1ccc(N2C(=O)CC(Cn3nc(C)cc3C)C2=O)cc1 (stereo not given),18.8%,6.8%,-1.0%,4.3%,6.5%,-8.3%,u,3.4%,6.8%
Cc1cc(=O)c2ccc(C(F)(F)F)cc2[nH]1,-17.9%,-22.1%,12.3%,8.4%,11.5%,-3.4%,u,10.0%,-8.7%
COc1cc(S(=O)(=O)Nc2cccc(C)c2)ccc1NC(=O)c1cccnc1,0.0%,1.4%,u,20.6µM*,-8.3%,3.8%,-59.0%[inhibitor],-2.1%,-16.9%
FC(F)(F)c1cccc(NC(=S)N2CCN(c3ccccn3)CC2)c1,-14.5%[0.397 µM],-18.7%,17.5%,15.4%,-4.3%,4.8%,3.4%,-6.5%,u
Cc1cc(NC(=O)CSc2nnc(-c3ccncc3)n2-c2ccccc2)no1,-8.5%,2.7%,-2.3%,9.6%,1.2%,4.5%,-66.6%[inhibitor],-0.7%,11.2%
CCOC(=O)c1c(C)[nH]c(C)c1C(=O)COC(=O)c1ccc([N+](=O)[O-])s1,-35.2%[inhibitor],-13.4%,2.5%,2.2%,-8.2%,1.1%,-6.7%,2.0%,9.9%
CCCCCCN1CCN(C2CN(Cc3cn(CCCC(=O)OC)nn3)S(=O)(=O)C2)CC1 (stereo not given),0.8%,1.6%,4.5%,-22.5%,3.2%,-2.5%,x,12.7%,14.8%
CCn1cc(C(=O)OCC(=O)Nc2ccc(F)cc2F)c(=O)c2ccc(C)nc21,-28.4%,4.3%,3.5%,1.2%,x,0.5%,x,x,12.4%

# Four compounds from above, limited to GLP-1R agonist, KB-V1 MDR tox and HT1080 IDH1KD tx.
smiles	GLP-1R agonist	KB-V1 MDR tox	HT1080 IDH1KD tx
CCC(CC)c1nnc(NC(=O)CSCC(=O)Nc2cc(C)on2)s1	-1.5%	-8.5%	-2.6%
Cc1ccc(-c2noc(CCC(=O)N(C)c3ccccc3C)n2)cc1	15.2%	13µM*	-2.7%
Cc1nc2nc[nH]n2c(=O)c1CC(=O)O	1.3%	4.6%	0.0%
CC(c1n[nH]c(=S)n1-c1ccc(F)cc1)N1CCCCC1 (stereo not given)	-1.4%	-1.3%	11.3%

# Assay outcomes from PubChem BioAssay.
